NS3 helicase inh – HCV NS3 helicase inhibition. 290,000 compounds, 0.56% hits. NS3 helicase DNA unwinding, Cy5 molecular beacon fluorescence. inhibition, % at 10.9 µM;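 active means inhibition above the mean of all tested compounds plus 3 SD, set per campaign, cut at about 35% in these data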;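 further: 0% = DMSO wells and 100% = thioflavine S control wells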
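System: Hepatitis C virus NS3 helicase domain fragment enzyme | Reagent: Annealed dual-labelled DNA beacon duplex, ATP-started | Compound dosing: 10.9 µM single point, 0.8% DMSO | Incubation: 1 h reaction at 25 °C, ATP-initiated | Technique: Cy5 fluorescence | Evaluation: Percent inhibition from t60/t0 fluorescence ratio | Benchmarks: Low DMSO, high thioflavine S at 110 µM | Replication: Singlicate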
UBC9 SUMO inh – SUMOylation inhibition; inhibition, % at 35 µM; HTRF SUMOylation assay, SAE1/SAE2 + UBC9, in vitro; 290,000 compounds, 0.36% hits; P63279; in the data active means inhibition above about 50%, passing the limit was not always enough; further: strong numbers were not always called active
IDE inh – cellular human IDE inhibition. HEK cells, FAbetaB cleavage, fluorescence polarization. inhibition, % at 5.59 µM. 320,000 compounds, 0.41% hits. AID 434962;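 active means percent inhibition above the average of all tested compounds plus 3 SD, set per screening campaign, cut at about 16% in these data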;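 further: IDE supplied by intact live HEK cells; FP after avidin binding of uncleaved biotin substrate so inhibition keeps polarization high; 0% = DMSO wells and 100% = 60 µM reference IDE inhibitor Ii1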
Target sequence (P14735 whole entry, looked up): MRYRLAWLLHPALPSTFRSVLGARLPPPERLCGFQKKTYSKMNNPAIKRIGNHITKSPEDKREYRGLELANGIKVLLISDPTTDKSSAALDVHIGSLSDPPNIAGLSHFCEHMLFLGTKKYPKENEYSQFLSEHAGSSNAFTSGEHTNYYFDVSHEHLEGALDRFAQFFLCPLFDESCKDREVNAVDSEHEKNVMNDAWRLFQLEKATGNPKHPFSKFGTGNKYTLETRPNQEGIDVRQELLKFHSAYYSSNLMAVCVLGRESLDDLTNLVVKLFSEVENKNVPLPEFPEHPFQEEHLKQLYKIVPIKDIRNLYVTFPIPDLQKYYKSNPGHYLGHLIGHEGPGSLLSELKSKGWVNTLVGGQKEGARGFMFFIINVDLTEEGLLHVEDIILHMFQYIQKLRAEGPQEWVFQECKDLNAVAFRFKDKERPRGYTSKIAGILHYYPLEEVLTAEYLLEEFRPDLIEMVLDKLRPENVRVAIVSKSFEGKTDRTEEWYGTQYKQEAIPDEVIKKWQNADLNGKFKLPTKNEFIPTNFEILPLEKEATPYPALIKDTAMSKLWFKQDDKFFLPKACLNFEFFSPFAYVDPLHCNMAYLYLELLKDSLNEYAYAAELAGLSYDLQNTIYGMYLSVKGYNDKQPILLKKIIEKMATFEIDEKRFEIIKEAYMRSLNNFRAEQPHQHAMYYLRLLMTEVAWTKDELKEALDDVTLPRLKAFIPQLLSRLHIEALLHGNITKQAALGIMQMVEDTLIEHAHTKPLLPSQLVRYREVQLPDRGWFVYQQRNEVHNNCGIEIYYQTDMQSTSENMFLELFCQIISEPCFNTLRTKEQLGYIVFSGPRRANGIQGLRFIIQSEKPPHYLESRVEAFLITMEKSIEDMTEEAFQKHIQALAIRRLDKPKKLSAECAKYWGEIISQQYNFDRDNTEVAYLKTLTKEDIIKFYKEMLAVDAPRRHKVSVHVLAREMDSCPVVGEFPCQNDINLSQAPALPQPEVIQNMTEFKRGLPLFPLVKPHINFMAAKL
DNA FID counter – counter-screen for HCV NS3 helicase inhibitors: DNA intercalator displacement; DNA fluorescent intercalator displacement, fluorescence; inhibition, % at 7.9 µM; 290,000 compounds, 0.17% hits; AID 1845; in the data active means inhibition above about 37%;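 further: 0% = vehicle and 100% = reference compound; higher means more ethidium bromide displaced from hairpin DNA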
IMP-1 inh – inhibitors of Pseudomonas aeruginosa IMP-1 metallo-beta-lactamase. purified IMP-1, nitrocefin hydrolysis, epi-absorbance fluorescence. inhibition, % at 5.6 µM. 290,000 compounds, 0.45% hits;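 active means inhibition above the mean plus 3 SD of all compounds in the same screening run, cut at about 4.5% in these data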;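 further: 0% = IMP-1 with DMSO and 100% = DMSO wells lacking enzyme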
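System: purified recombinant IMP-1 beta-lactamase. Medium: Zinc- and detergent-supplemented HEPES buffer, pH 7.1. Compound: one 5.6 µM dose […]. Schedule: 15 min preincubation plus 25 min reaction at 25 °C. Technique: Epi-absorbance fluorescence, 480 nm excitation, 530 nm emission.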
VIM-2 inhibitor – inhibitors of Pseudomonas aeruginosa VIM-2 metallo-beta-lactamase. inhibition, % at 5.6 µM. purified VIM-2, nitrocefin hydrolysis, epi-absorbance fluorescence. AID 1527. 290,000 compounds, 0.89% hits;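 active means inhibition above the mean of all tested compounds plus 3 SD, cutoff set per screening run, cut at about 7.5% in these data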;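 further: red hydrolysis product quenches plate fluorescence so inhibitors raise well fluorescence; 0% = enzyme with DMSO and 100% = DMSO without enzyme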
IDE cell activ – IDE (human) activation, cell-based. P14735. HEK cells, FAbeta-B cleavage, fluorescence polarization; 0% vehicle, 100% cell-free pure enzyme wells. activation, % at 5.96 µM. 340,000 compounds, 0.073% hits. AID 493087;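 active means activation above the mean of all tested compounds plus 3 SD, set per screening campaign, cut at about 17% in these data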
p-CIP stab down – p/CIP protein destabilization | Q05BA5 | decrease of EGFP signal, % at 10 µM | 290,000 compounds, 0.01% hits | F442A p/CIP-EGFP cells, EGFP fluorescence, 16 h;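 active means EGFP signal decrease of at least 30% at 10 µM or well 3 SD below plate mean, unless failing retest; inactive means the rest, including hits failing retest or dose response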; further: some compounds called inactive have numbers as strong as hits; many of its hits are not listed in these tables
PfM18AAP inh – PfM18AAP enzyme inhibition; recombinant PfM18AAP, H-Glu-NHMec fluorogenic cleavage; inhibition, % at 7.35 µM; 290,000 compounds, 1.2% hits; AID 1822;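 active means inhibition above the campaign mean inhibition over all tested compounds plus 3 SD, cut at about 28% in these data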;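 further: 0% = plate median of test compound wells and 100% = 2 mM ZnCl2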
* hit, by the source's call; . = no result given.

SMILES | NS3 helicase inh | UBC9 SUMO inh | IDE inh | DNA FID counter | IMP-1 inh | VIM-2 inhibitor | IDE cell activ | p-CIP stab down | PfM18AAP inh
CC(C)c1nnc2c(N(C)S(=O)(=O)c3ccccc3)nc3ccccc3n12 | 5 | 22 | -2 | -38 | -1.8 | 1.3 | 0 | 3 | -8
CSc1nc(NCc2ccccc2)c2c3c(sc2n1)CN(C)CC3 | -20 | -5 | 1 | 13 | -0.4 | 3.6 | 3 | 0 | 5
CC1CCCN(CC(O)COC(c2ccccc2)c2ccccc2)C1 (stereo unspecified) | 0 | 0 | -4 | 8 | -2.9 | -4.4 | 6 | -1 | -3
Cc1ccc(C(C)(C)C)cc1S(=O)(=O)N1CC(=O)Nc2ccccc21 | -10 | -14 | 2 | -24 | -4.5 | -2.3 | 8 | 6 | 5
O=C1c2cccc3cc(Br)cc(c23)C(=O)N1Nc1ccccc1 | -9 | 8 | 0 | 1 | -0.5 | -0.1 | 8 | -7 | 4
O=C(C1CCN(S(=O)(=O)c2cnc[nH]2)CC1)N(CCc1ccccc1)Cc1ccccc1 | 12 | -7 | 2 | -22 | -2.0 | 0.1 | 0 | -1 | 1
C#CC(C)(CC)NC(=O)c1cc(OC)c(OC)c(OC)c1 (stereo unspecified) | -1 | 4 | -5 | -5 | 1.1 | 1.8 | 4 | 9 | 2
COc1ccccc1C(=O)Nc1nc(-c2ccc(S(=O)(=O)N3CCOCC3)cc2)cs1 | -15 | -96 | 4 | 0 | -4.3 | -4.8 | -4 | 3 | -26
CCCCOC(=O)Cn1c(=N)n(CCC)c2ccccc21 | -6 | -15 | 1 | 14 | -4.5 | -2.7 | 3 | 14 | 4
O=C(COC(=O)c1n[nH]c2ccccc12)NC(=O)NCc1ccco1 | -2 | 0 | -1 | -14 | -2.1 | -3.4 | 6 | -8 | 6
CC(C)CC(=O)Nc1ccc(C(=O)Cn2c(=O)oc3ccccc32)cc1 | 13 | 4 | 0 | -15 | -1.8 | -1.4 | 2 | -1 | 5
Cc1cccc(NS(=O)(=O)c2cccs2)n1 | -5 | 1 | -1 | 2 | -2.5 | -2.3 | 1 | 11 | -8
COCCOc1cc(Nc2nnc(C(F)(F)F)s2)c(Cl)cc1Cl | 4 | 0 | 3 | -13 | -2.9 | -5.2 | 2 | -17 | -7
Cc1ccc(C)c(C(=O)COC(=O)c2cc([N+](=O)[O-])ccc2NCCO)c1 | -4 | -22 | 0 | 4 | -2.9 | -0.9 | 1 | 2 | 0
COc1ccc(NC(=O)c2csc(Cc3ccc(Cl)cc3)n2)cc1 | -13 | -7 | 3 | -19 | -2.9 | -0.3 | 4 | -9 | -1
C/C(=N\Nc1ccc(Cl)c(C(=O)O)c1)c1ccc[nH]1 | 7 | 18 | -2 | -9 | -2.4 | -2.8 | -4 | -2 | 20
COc1ccc(CNCCCO)cc1OC | 2 | 1 | 7 | 0 | -2.0 | -1.8 | -5 | -4 | 4
O=c1c(-c2cnn(-c3ccccc3)c2)coc2cc(O)ccc12 | 5 | 19 | -5 | 3 | -0.2 | 1.9 | -5 | -30 | -4
CC1=NN(C(=O)c2ccccc2Cl)C(O)(c2cccnc2)C1 (stereo unspecified) | -8 | 0 | 0 | -3 | -3.6 | -4.3 | 6 | 1 | -4
Nc1nc(CSc2nc3ccccc3[nH]2)nc(N2CCOCC2)n1 | 5 | -4 | 2 | -5 | -3.8 | 0.2 | 3 | 4 | 0
COc1ccccc1C(O)(c1ccccc1)C(CN1CCOCC1)c1ccccc1 (stereo unspecified) | -16 | -1 | 1 | 2 | 0.9 | 0.1 | 6 | -1 | 1
CCOc1ccc(C(=O)NNC2CC(=O)N(CCc3ccccc3)C2=O)cc1OC (stereo unspecified) | 14 | 6 | -1 | -26 | -2.9 | -2.3 | 0 | -6 | 3
CCn1c(C)csc1=NC(=O)c1ccccc1O | -5 | 4 | 4 | -5 | -1.3 | 2.9 | 2 | -8 | 4
Cc1ccccc1-c1nc2cc(N)ccc2o1 | 1 | 65* | -3 | -9 | -2.9 | -2.7 | -3 | -3 | -1
O=C(O)c1ccccc1/C=N/NC(=O)C1CCCCC1 | -6 | -5 | 5 | -3 | -2.1 | -2.6 | 8 | 4 | 2
New compounds follow:
SMILES | NS3 helicase inh | UBC9 SUMO inh | IDE inh | DNA FID counter | IMP-1 inh | VIM-2 inhibitor | IDE cell activ | p-CIP stab down | PfM18AAP inh
CC1CCC(NC(=O)c2ccc(NC(=O)c3ccc(=O)[nH]c3)cc2)CC1 (stereo unspecified) | -3 | 6 | 2 | -3 | -0.9 | 1.2 | . | 4 | 4
CCN(CC)CCCN1C(=O)C(O)=C(C(=O)c2cc3ccccc3o2)C1c1ccccn1 (stereo unspecified) | 3 | 8 | 5 | -7 | -3.1 | -2.2 | 5 | -4 | 3
CCOC(=O)c1ccc(NS(=O)(=O)c2c(C)[nH]c(C)c2C(=O)N2CCCCC2)cc1 | -1 | 6 | 4 | -44 | -3.8 | -1.5 | -9 | -6 | 2
O=C(CCn1c(=O)sc2ccccc21)NC1CCCCC1 | -2 | 9 | 4 | -8 | -0.8 | -4.2 | 3 | -1 | -2
O=C(NCSc1ccncn1)c1ccccc1 | -3 | -19 | 3 | -2 | 0.3 | 0.5 | -3 | 1 | 2
Cc1cccc(NC(=O)NCCN2C(=O)C3C4C=CC(C4)C3C2=O)c1 (stereo unspecified) | 3 | -4 | 0 | -5 | 2.9 | -2.5 | 3 | -6 | 1
COc1ccc(CCNC(=O)c2cc(-c3cccs3)on2)cc1OC | -1 | -4 | 3 | -10 | -3.8 | -2.0 | -1 | -121 | -8
CN1CCN(CCCCOc2ccc(F)cc2)CC1 | 9 | 14 | 13 | 0 | -2.0 | -3.4 | 2 | -48 | -9
O=C(CSc1nnc2c(Cl)cc(Cl)cn12)NC1CCS(=O)(=O)C1 (stereo unspecified) | -1 | 15 | 3 | 2 | -1.5 | -1.6 | 2 | -7 | -4
Cc1cc(C)cc(OCC(O)Cn2nc(C)cc2C)c1 (stereo unspecified) | 9 | -16 | 2 | -21 | -3.5 | -4.0 | 8 | -21 | 3
COc1ccc(CCNC(=O)c2ccc3c(SCC(=O)O)c4c(nc3c2)CCCC4)cc1OC | 6 | 12 | 6 | -50 | -2.4 | -0.9 | 2 | -1 | 1
CC(NC(=O)Cn1cnnn1)C12CC3CC(CC(C3)C1)C2 (stereo unspecified) | -4 | 22 | 6 | -3 | 0.0 | -3.3 | -1 | -14 | 4
COC(=O)c1nn(-c2ccccc2)c(=O)cc1Sc1ccc(Cl)cc1 | 3 | 6 | -1 | -14 | -0.3 | 1.1 | 3 | 6 | 4
Cc1ccccc1CCNC(=O)C1CCC(=O)N(CCc2cccc(F)c2)C1 (stereo unspecified) | -3 | -2 | . | -34 | -1.1 | -2.4 | 1 | -14 | 1
O=C(O)c1cc(-c2ccc3ccccc3c2)nc2ccc(F)cc12 | 9 | 25 | 3 | -17 | -2.1 | -1.9 | -1 | 0 | -3
CNC(=O)COc1ccc(S(=O)(=O)Nc2ccc(OC)cc2)cc1 | -6 | 29 | 2 | -2 | -1.0 | -3.1 | 3 | 1 | -2
O=C(Nc1ccccc1)c1c(F)cccc1F | 1 | -14 | 0 | -1 | -2.4 | -2.9 | -2 | 0 | -12
Cc1[nH]c2c(ccc3ccccc32)c1C1C(CCN)C1(C)C (stereo unspecified) | -26 | -6 | -6 | 6 | 0.1 | -0.8 | 5 | 3 | 1
S=c1[nH]nc(-c2cccnc2)n1-c1ccc2c(c1)OCCO2 | 5 | 7 | -2 | 5 | -3.0 | 6.4 | 4 | -6 | 21
C1CCc2c(nc3nnnn3c2NC2CCCC2)C1 | 0 | 9 | 2 | -3 | -1.0 | -1.4 | 4 | -16 | -12
Cc1cccc(-n2c(-c3ccccc3)c[nH]c2=S)c1C | -4 | -3 | -4 | -13 | -3.8 | -5.5 | -6 | -5 | 5
COc1ccccc1N(CC(=O)N/N=C/c1ccc(C(=O)O)cc1)S(=O)(=O)c1ccc(C)cc1 | 3 | 14 | 4 | -23 | -2.4 | -3.2 | 4 | -19 | -2
Cc1nn(-c2cccc(C(=O)O)c2)c(C)c1[N+](=O)[O-] | -7 | 13 | 1 | 9 | -1.7 | 0.8 | -1 | -10 | -12
O=C(CN1C(=O)c2cccc3cccc1c23)N1CCc2ccccc2C1 | 2 | 23 | 8 | -28 | -6.5 | 0.2 | 0 | 5 | 2
O=C(c1ccco1)N1CCN(C(=O)C2Cc3ccccc3CN2S(=O)(=O)c2ccc(F)cc2)CC1 (stereo unspecified) | -3 | 17 | 1 | -25 | -3.1 | -4.3 | -1 | -24 | -2

Looked up by structure from above (2):
SMILES | NS3 helicase inh | UBC9 SUMO inh | IDE inh | DNA FID counter | IMP-1 inh | VIM-2 inhibitor | IDE cell activ | p-CIP stab down | PfM18AAP inh
Cc1[nH]c2c(ccc3ccccc32)c1C1C(CCN)C1(C)C (stereo unspecified) | -26 | -6 | -6 | 6 | 0.1 | -0.8 | 5 | 3 | 1
Cc1cccc(-n2c(-c3ccccc3)c[nH]c2=S)c1C | -4 | -3 | -4 | -13 | -3.8 | -5.5 | -6 | -5 | 5

Continuation:
SMILES | NS3 helicase inh | UBC9 SUMO inh | IDE inh | DNA FID counter | IMP-1 inh | VIM-2 inhibitor | IDE cell activ | p-CIP stab down | PfM18AAP inh
O=C(COC(=O)c1cccnc1Nc1ccccc1F)NCc1ccc2c(c1)OCO2 | -6 | 24 | -3 | 0 | -0.3 | -3.0 | 5 | 3 | 4
Cc1cc(C)nc(-n2nc(C)cc2NC(=O)COC(=O)CCC(=O)c2cccs2)n1 | -4 | 16 | -6 | -23 | -3.9 | 3.9 | 3 | -4 | -2
CCc1cccc(CC)c1NC(=O)c1ccccc1CCc1ccccc1 | -5 | 1 | -1 | -5 | -0.6 | -1.5 | -1 | 5 | 0
Cc1nc(C(=O)NCCO)cc2c1[nH]c1ccccc12 | 16 | 26 | . | -13 | -3.4 | -3.6 | 3 | -14 | 3
CCCCNS(=O)(=O)c1ccc(NC(=O)Cc2ccccc2[N+](=O)[O-])cc1 | 4 | -2 | -3 | 4 | -1.6 | 0.2 | 0 | -4 | -10
COCCCN1C(=O)C(O)=C(C(=O)c2ccco2)C1c1ccc(Br)cc1 (stereo unspecified) | 1 | 16 | -4 | -38 | -6.2 | -4.4 | 1 | 4 | 0
CC(C)(C)NC(=O)c1cnn(-c2ccccc2)c1NC(=O)c1ccccc1 | 7 | -4 | 2 | -10 | 0.8 | -1.9 | 5 | 3 | -2
COc1ccc(OCCCC(=O)OC(C)C(=O)Nc2ccc(NC(C)=O)cc2)cc1 (stereo unspecified) | -19 | -2 | 2 | -25 | -3.6 | -5.8 | 0 | -4 | -2
COc1ccc(-n2c(C)c(C)c3c(NCCO)ncnc32)cc1 | -3 | 2 | . | -23 | -1.8 | -0.8 | 2 | -3 | -6
CC(C)(C)CN1CCN(CC#Cc2ccccc2)CC1CCO (stereo unspecified) | 20 | -7 | -1 | -2 | -0.3 | 0.0 | 1 | 4 | 0
O=C(COC(=O)c1ccc[nH]c1=O)Nc1ccc2c(c1)OC(F)(F)O2 | -1 | -1 | 2 | 0 | -3.8 | -1.9 | 0 | 13 | 2

Compound activity deposited in PubChem by several laboratories.
